BoNT-A LC inh2 = BoNT/A light chain protease inhibitors, primary screen, biochemical, flow cytometry, MLPCN library. Botulinum neurotoxin type A light chain protease (Clostridium botulinum A str. ATCC 3502). multiplex microsphere protease substrate cleavage. inhibition, % at 10 µM. 360,000 compounds, 0.17% hits. AID 588499, 2011; also: plate controls were buffer without enzyme for full effect and enzyme alone for no effect
PrPC TRFRET = inhibitors of human cell surface prion protein PrPC, primary screen, cell-based, TR-FRET. Major prion protein (Homo sapiens), P04156. TR-FRET read-out. inhibition, % at 13.8 µM. AID 720596, 2013. 370,000 compounds, 0.43% hits; in the data active = inhibition above about 24%; also: 0% = median of the test wells and 100% = reference compound wells
TcdB GH inh = TcdB glycohydrolase inhibitors, primary screen, biochemical, single point, plate reader | inhibition, % at 9.99 µM | TcdB glycohydrolase enzymatic assay | 350,000 compounds, 0.24% hits | Toxin B (Clostridioides difficile), P18177; in the data active = inhibition above about 10%
Target sequence (P18177 whole entry, looked up): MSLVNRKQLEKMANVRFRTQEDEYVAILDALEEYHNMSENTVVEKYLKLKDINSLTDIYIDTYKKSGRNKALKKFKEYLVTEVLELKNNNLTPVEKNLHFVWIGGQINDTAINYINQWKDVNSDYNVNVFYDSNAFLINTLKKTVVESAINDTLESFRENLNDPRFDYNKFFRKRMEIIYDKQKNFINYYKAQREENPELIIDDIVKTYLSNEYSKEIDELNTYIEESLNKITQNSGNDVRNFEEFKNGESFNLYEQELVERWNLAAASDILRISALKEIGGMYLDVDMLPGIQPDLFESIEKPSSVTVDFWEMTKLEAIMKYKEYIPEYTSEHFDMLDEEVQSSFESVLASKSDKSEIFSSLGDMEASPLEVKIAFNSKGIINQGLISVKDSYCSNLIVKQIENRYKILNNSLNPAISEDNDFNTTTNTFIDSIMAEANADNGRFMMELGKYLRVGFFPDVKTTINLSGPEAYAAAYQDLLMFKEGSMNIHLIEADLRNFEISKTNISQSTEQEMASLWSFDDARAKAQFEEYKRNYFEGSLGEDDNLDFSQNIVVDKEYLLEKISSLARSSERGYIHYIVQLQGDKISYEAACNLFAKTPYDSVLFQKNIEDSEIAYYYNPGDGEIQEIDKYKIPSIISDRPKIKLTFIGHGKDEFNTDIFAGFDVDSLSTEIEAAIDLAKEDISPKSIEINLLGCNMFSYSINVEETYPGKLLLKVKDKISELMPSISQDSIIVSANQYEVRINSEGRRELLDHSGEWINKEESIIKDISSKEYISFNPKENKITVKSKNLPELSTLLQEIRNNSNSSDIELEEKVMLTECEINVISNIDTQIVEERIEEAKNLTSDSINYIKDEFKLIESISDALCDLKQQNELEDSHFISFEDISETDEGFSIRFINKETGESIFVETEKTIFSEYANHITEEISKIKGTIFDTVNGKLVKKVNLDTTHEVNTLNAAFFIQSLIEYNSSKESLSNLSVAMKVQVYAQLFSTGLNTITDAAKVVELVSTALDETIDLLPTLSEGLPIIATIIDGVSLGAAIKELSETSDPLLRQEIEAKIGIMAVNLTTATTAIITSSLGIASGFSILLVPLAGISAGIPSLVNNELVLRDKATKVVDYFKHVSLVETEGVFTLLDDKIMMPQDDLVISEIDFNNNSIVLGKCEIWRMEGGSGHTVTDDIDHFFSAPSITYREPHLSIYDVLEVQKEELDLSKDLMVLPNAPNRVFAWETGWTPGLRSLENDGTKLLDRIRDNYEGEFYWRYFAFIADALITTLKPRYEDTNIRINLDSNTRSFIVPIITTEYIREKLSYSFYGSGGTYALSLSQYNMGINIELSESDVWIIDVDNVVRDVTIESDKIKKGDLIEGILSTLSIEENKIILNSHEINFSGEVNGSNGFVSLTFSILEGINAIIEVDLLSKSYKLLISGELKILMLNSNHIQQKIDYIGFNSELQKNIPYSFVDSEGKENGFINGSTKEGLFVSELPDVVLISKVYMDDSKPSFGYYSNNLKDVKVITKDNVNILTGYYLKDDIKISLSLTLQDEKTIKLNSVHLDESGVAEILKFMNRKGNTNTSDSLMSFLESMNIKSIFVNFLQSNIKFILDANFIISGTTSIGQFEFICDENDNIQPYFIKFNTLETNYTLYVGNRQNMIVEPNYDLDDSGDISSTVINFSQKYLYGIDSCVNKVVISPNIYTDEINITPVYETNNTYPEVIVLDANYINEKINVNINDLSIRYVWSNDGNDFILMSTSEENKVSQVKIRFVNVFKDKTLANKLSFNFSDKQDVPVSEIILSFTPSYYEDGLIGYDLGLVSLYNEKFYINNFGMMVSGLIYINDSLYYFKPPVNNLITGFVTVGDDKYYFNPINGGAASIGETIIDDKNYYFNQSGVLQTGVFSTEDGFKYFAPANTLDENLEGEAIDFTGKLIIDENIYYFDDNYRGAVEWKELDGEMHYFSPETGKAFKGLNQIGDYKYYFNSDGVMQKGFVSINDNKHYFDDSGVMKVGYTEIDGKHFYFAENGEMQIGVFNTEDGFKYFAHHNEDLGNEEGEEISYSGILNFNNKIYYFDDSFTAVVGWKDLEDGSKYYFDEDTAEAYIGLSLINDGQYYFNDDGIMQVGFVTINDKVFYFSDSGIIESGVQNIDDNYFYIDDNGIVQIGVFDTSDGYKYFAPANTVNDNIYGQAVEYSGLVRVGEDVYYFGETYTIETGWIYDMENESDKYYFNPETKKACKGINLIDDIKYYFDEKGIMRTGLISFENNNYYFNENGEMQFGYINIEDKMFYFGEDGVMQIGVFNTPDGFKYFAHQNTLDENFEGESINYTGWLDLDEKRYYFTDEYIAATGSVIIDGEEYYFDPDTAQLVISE
Yp Topo-I inh = Yersinia pestis topoisomerase I inhibitors, primary screen, biochemical, cleavage product accumulation, plate reader, single point. Y. pestis Topo-I cleavage product accumulation. AID 504884, 2011. 360,000 compounds, 0.064% hits. activity, % at 10 µM; in the data active = activity above about 50%, passing the limit was not always enough; inconclusive = no clear call, values can overlap the other calls; also: inactives centre near 2
PfHsp40 rescue = rescue of yeast from PfHsp40 toxicity, primary screen, S. cerevisiae, ATP luminescence. S. cerevisiae expressing PfHsp40, growth rescue. growth rescue, % at 12.5 µM. 340,000 compounds, 0.68% hits; in the data active = growth rescue above about 28%, passing the limit was not always enough; inconclusive = no clear call, values can overlap the other calls;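 also: yeast W303a lacking pdr1 and pdr3 grown in galactose medium; growth measured after three days at 30 °C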
Anthrax LF prot = Bacillus anthracis LF protease inhibitors, primary screen, biochemical, multiplex microsphere, MLPCN library. AID 588501, 2011. inhibition, % at 10 µM. multiplex microsphere protease cleavage assay. 360,000 compounds, 0.12% hits; also: plate controls were buffer without enzyme for full effect and enzyme alone for no effect
SARS 3CLpro inh = SARS-CoV 3CLpro protease inhibitors, primary screen, biochemical, quenched FRET; Replicase polyprotein 1ab (Severe acute respiratory syndrome coronavirus), P0C6X7; recombinant SARS-CoV 3CLpro, quenched FRET peptide cleavage; inhibition, % at 6 µM; 290,000 compounds, 0.14% hits; AID 1706, 2009; in the data active = inhibition above about 12%
BH1578 lux ind = inducers of Vibrio cholerae quorum light production without autoinducers, primary screen, BH1578 luxS cqsA deficient, single point | V. cholerae BH1578 lux reporter, luminescence, 6 h | activation, % at 18.7 µM | 350,000 compounds, 0.16% hits | AID 588436, 2011; in the data active = activation mostly above about 9.7%, no sharp cut-off; inconclusive = no clear call, values can overlap the other calls; inactive = mostly below about 3.7%; also: not every result past the cut was called active; inactives centre near 0; reference of the scale not given here
PriA SSB inh = inhibitors of Klebsiella pneumoniae PriA binding to SSB C-terminal tail, primary screen, biochemical, AlphaScreen; PriA–SSB C-terminal tail interaction (Klebsiella pneumoniae); AlphaScreen SSBct-PriA binding, biotinylated peptide; inhibition, % at 33 µM; 430,000 compounds, 0.6% hits; AID 1272365, 2023; in the data active = inhibition mostly above about 37%, no sharp cut-off; inactive = mostly below about 20%;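 also: plate controls were negative control peptide for no effect and reference peptide for full effect; strong numbers were not always called active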
* hit, by the source's call; i = inactive; ? = inconclusive; . = no result given; & = joins results of further samples. Rule as the data show it, unless noted: active = inhibition above about 30%; inconclusive = no clear call, values can overlap the other calls; inactive = below that.

SMILES	BoNT-A LC inh2	PrPC TRFRET	TcdB GH inh	Yp Topo-I inh	PfHsp40 rescue	Anthrax LF prot	SARS 3CLpro inh	BH1578 lux ind	PriA SSB inh
O=C(CC1C(=O)NCCN1Cc1cccc(C(F)(F)F)c1)NCCCOc1cccnc1 (stereo not given)	0.1	-7	1.7	3	0.2	-2	4	-0.3	3
CCOC(=O)/C(C#N)=C/c1ccc(SC)cc1	-0.1	2	0.5	6	-0.4	-4	4	-0.4	6
COc1ccc(NC(=O)CN(C)C(=O)CNC(=O)c2ccc3ccccc3c2)cc1	0.2	-2	1.6	4	-1.1	-3	.	i	-2
CCOc1cc(/C=C(\C#N)C(=O)Nc2cccc(C(=O)O)c2)ccc1OCc1ccc(Br)cc1	-0.4	3	0.8	-12	-0.8	0	5	i	9
Cc1nn2c(NCCOCCO)c3c(nc2c1-c1ccccc1)CCCC3	-0.9	.	.	14	-0.2	-4	-5	-0.2	-6&-12
O=[N+]([O-])c1cccc(-c2cn3ccccc3n2)c1	0.7	-29	0.9	-5	2.1	-1	0	-0.3	-3
COc1ccc(NC(=O)c2cnc3sccn3c2=O)cc1	1.0	0	.	3	-0.9	6	4	i	-4
COCCNC(=O)C1(C)CCCN(C(=O)c2ccc(N(C)C)cc2)C1 (stereo not given)	0.4	-4	0.0	-5	.	-6	.	0.2	.
CCN(CC(=O)NCc1cccs1)C(=O)COc1ccc(C(C)=O)cc1	-0.7	-6	0.4	0	0.7	-5	.	1.3	4
O=C(COc1ccc(-c2ccccc2)cc1)NNC(=O)Nc1ccccc1	1.9	-9	1.1	-4	3.0	0	.	-0.8	3
CNC(=S)Nc1ccccc1-c1ccccc1	0.7	-3	.	-1	-1.2	-1	2	-0.3	11
Cc1cc(C(=O)N/N=C/c2ccc3c(c2)OCO3)c(C)n1-c1ccc(F)cc1	-0.5	-4	-0.1	-2	-1.7	-3	-4	-0.3	.
CCOc1ccc(C(=O)Nc2nnc(S(=O)(=O)Nc3ccccc3C)s2)cc1	0.3	-1	0.8	2	1.0	-1	1	-0.2	-7
O=C(CSc1ncn[nH]1)Nc1ccc2c(c1)OCCO2	-1.1	-3	.	4	0.9	-4	-1	i	-4&-14
O=S1(=O)CCOCCCN1Cc1ccc(Cl)cc1	0.1	4	1.5	-3	-1.6	0	-6	1.0	3
O=C(NC1CC2CCCC(C1)N2C(=O)Nc1ccccc1Cl)C1CC1 (stereo not given)	2.9	-1	4.2	-1	-0.4	3	4	-0.4	-14
CCOC(=O)C1=CSC2=NS(=O)(=O)CCN12	0.1	1	1.0	-7	-1.2	2	4	-3.6	-3
Brc1ccc(-c2nc(-c3ccccn3)no2)o1	0.3	3	.	-6	-3.1	-3	2	-0.1	5
Cc1ccccc1NC(=O)c1ccc(F)c(S(=O)(=O)N2CCCCC2)c1	-0.6	0	0.1	-3	-0.8	-2	1	-0.1	-7
O=S(=O)(c1ccccc1F)N1CCC(Oc2ccc(-n3cnnn3)cc2)CC1	0.1	4	1.5	13	0.5	-5	1	i	-9
COc1cccc(CNCCc2c[nH]c3ccccc23)c1OCc1ccccc1	-1.1	-6	1.2	-4	-1.0	0	1	-0.3	45*
O=C(COc1ccccc1F)Nc1nc(-c2ccccn2)cs1	-0.2	-6	1.6	-1	398*	-7	.	3.8	14
COc1ccc(OC)c(NC(=O)CSc2nncc3ccc(OC)c(OC)c23)c1	0.7	4	2.2	9	-1.2	-1	4	-0.9	10
NC(=O)C1CCN(C(=O)c2cc(-c3ccc(Cl)s3)nc3ccccc23)CC1	-0.1	8	1.0	18	1.4	-4	.	-0.8	-9
CCc1noc(C)c1C(=O)OC(C)C(=O)c1c(C)[nH]c2ccccc12 (stereo not given)	-1.7	-1	-1.2	8	0.0	-4	.	-1.2	-18
CCCCc1ccc(NC(=O)CC(C)C)cc1	0.0	3	0.8	7	-0.1	-2	3	-0.3	-32
CCN(CC(=O)Nc1c(F)cccc1F)C(=O)C1CC(=O)N(c2ccc3c(c2)OCCO3)C1 (stereo not given)	2.6	3	1.5	3	0.7	0	.	-1.1	-10
O=C(CCc1nnc(-c2ccc3c(c2)OCO3)o1)N1CCC(c2ccc(F)cc2)C1 (stereo not given)	0.5	11	4.3	-2	-0.9	-2	0	i	-4
COCCn1c(C)cc(C(=O)CSc2nc(C)c(C)c(C)n2)c1C	0.4	4	1.4	13	0.2	0	-2	i	-11
Cc1cc(Cl)ccc1OCCCC(=O)NCC1CCCO1 (stereo not given)	0.0	-3	.	-3	-1.8	-3	7	-1.1	-17
O=C(Nc1cccc2cccnc12)c1ccccc1Cl	-2.0	-2	0.8	1	.	11	.	-0.5	-15
O=C(CCCN1C(=O)/C(=C/c2ccccc2)SC1=S)N1CCOCC1	-1.6	-5	0.9	32	-0.8	0	-1	-0.6	9
COc1ccc(N(C)C(=O)Nc2ccc3c(c2)nnn3C)cc1	-0.1	3	-1.6	4	-0.1	1	3	-0.5	4
CC(C)CNC(=O)[C@H](Cc1ccccc1)NC(=O)c1ccco1	.	7	.	2	-1.1	.	-9	i	0
CCCCCCCC(=O)Nc1cc(C(=O)NCCC)ccc1N1CCC2(CC1)CC(c1ccccc1)=NO2	-0.4	-4	0.8	13	1.6	-3	9	-2.1	-1
CCc1ccc2oc(=O)cc(CN3CCN(CCO)CC3)c2c1	0.6	12	.	-5	0.9	5	2	-0.6	-4
Oc1ccccc1C=NN1CCCCCC1	-0.8	-4	3.3	4	0.0	-9	.	i	19
COc1ccccc1NC(=O)Nc1cccnc1	-0.9	-6	5.4	-13	-0.4	-1	-1	-0.3	-11
CCCn1c(N)c(C(=O)CSc2ncc(C(F)(F)F)cc2Cl)c(=O)[nH]c1=O	0.0	2	0.4	8	-0.8	-2	1	-1.4	0
OCCCn1c(CCNc2nc(-c3ccc(F)cc3)cs2)nc2cc(C(F)(F)F)ccc21	-0.7	9	1.4	6	4.4	-5	.	-0.6	-6
Cc1ccc(N2CC(O)Cn3c2nc2c3c(=O)n(C)c(=O)n2C)cc1 (stereo not given)	-1.1	8	-2.2	5	-1.2	-11	-1	0.6	-4
CCCNC(=O)Nc1ccc(C)cc1C	-0.6	-2	1.0	6	-1.2	-8	5	-0.6	-7
COc1ccc(-c2cnc(SCCNC(=O)c3ccc4c(c3)OCO4)[nH]2)cc1	-3.7	5	1.2	3	0.8	-5	.	-0.3	-3
CN1CCN(c2ncnc3c2ncn3[C@H]2CN(Cc3cccs3)C[C@@H](CO)O2)CC1	-0.4	1	0.4	-2	.	-7	.	-0.4	.
Cc1ccc(C(=O)N/C(=C\c2ccccc2)C(=O)NCc2ccncc2)cc1	0.4	-3	-0.5	-11	-0.1	0	.	-0.7	-6
COC(=O)c1ccccc1NC(=O)CSc1nc(NC(=O)c2ccccc2)c2c(C)c(C)oc2n1	0.5	-3	.	14	1.6	-7	0	-0.5	-1
CCCCOC(=O)CSCC(=O)Nc1cc(C)on1	-0.7	-6	.	-1	1.6	-9	-1	-0.2	-6
O=C(O)C1CCN(C(=O)c2ccc3c(c2)OCO3)CC1	1.5	2	0.3	2	0.4	3	-5	-0.7	2
COc1ccc(CCN2C(=O)CC(N3CCN(C/C=C/c4ccccc4)CC3)C2=O)cc1OC (stereo not given)	3.1	-1	1.5	17	0.8	0	3	-0.7	-3
COc1ccc(C(=O)Nc2nnc(SCC(=O)NCc3ccco3)s2)cc1OC	-0.7	0	-1.2	-4	0.0	-1	5	-0.4	-10
CCOc1ccc(C(=O)NC2CC3CCCC(C2)N3CC(C)C)cc1 (stereo not given)	-0.6	3	1.1	0	0.0	-4	-3	i	-10
COCc1ccc(CN2CCc3c([nH]c4ccccc34)C2CC(C)C)o1 (stereo not given)	0.6	-2	2.5	9	-1.5	1	0	-0.3	-16
CCCOc1ccc(S(=O)(=O)NCCCN2CCOCC2)c2ccccc12	0.2	4	.	20	-1.4	0	0	-0.7	-4
O=C1c2ccccc2C(Nc2ccc(F)cc2F)N1CCN1CCOCC1 (stereo not given)	-0.5	1	0.2	3	-0.8	-6	-4	-0.5	-8
COc1cc(NC(=O)Cc2ccc(Cl)cc2)ccc1NC(=O)c1ccco1	0.4	11	.	-6	1.9	-5	4	-1.7	2
O=C(NC(NNc1ccc([N+](=O)[O-])cc1)(C(F)(F)F)C(F)(F)F)c1ccc(Cl)cc1	1.2	10	.	-23	-0.1	-2	2	3.7	12
C/C(CCC1CC(C)OC1=O)=N/Nc1nc(-c2ccccc2)cs1 (stereo not given)	1.6	4	.	-5	-0.9	-2	-2	-0.2	.
O=S(=O)(NCC1CCCO1)c1ccc(S(=O)(=O)N2CCc3ccccc3C2)cc1 (stereo not given)	-0.6	0	.	-2	-0.5	3	-3	-0.9	-8
COC(=O)CCC(NC(=O)c1cc(-c2ccc3c(c2)OCCO3)oc1C)C(=O)OC (stereo not given)	1.0	3	.	23	-0.3	-5	-3	i	-4
O=c1cc(-c2ccccc2)nc2c(-c3ccccc3)c(C(F)(F)F)[nH]n12	.	2	-0.1	1	.	.	5	-0.4	-15

Quoted at random: three records from the list, in no set order.
SMILES	BoNT-A LC inh2	PrPC TRFRET	TcdB GH inh	Yp Topo-I inh	PfHsp40 rescue	Anthrax LF prot	SARS 3CLpro inh	BH1578 lux ind	PriA SSB inh
O=C(NC(NNc1ccc([N+](=O)[O-])cc1)(C(F)(F)F)C(F)(F)F)c1ccc(Cl)cc1	1.2	10	.	-23	-0.1	-2	2	3.7	12
O=c1cc(-c2ccccc2)nc2c(-c3ccccc3)c(C(F)(F)F)[nH]n12	.	2	-0.1	1	.	.	5	-0.4	-15
COC(=O)CCC(NC(=O)c1cc(-c2ccc3c(c2)OCCO3)oc1C)C(=O)OC (stereo not given)	1.0	3	.	23	-0.3	-5	-3	i	-4

Next section.
SMILES	BoNT-A LC inh2	PrPC TRFRET	TcdB GH inh	Yp Topo-I inh	PfHsp40 rescue	Anthrax LF prot	SARS 3CLpro inh	BH1578 lux ind	PriA SSB inh
Cc1ccsc1/C=N/NC(=O)CO	-0.1	3	.	-2	-0.1	1	-3	i	.
COc1ccc(CSC2=C(C#N)C(=O)NC3(CCCCC3)S2)cc1	-0.1	1	2.1	2	.	-7	.	i	.
O=C(Nc1nnc(CCc2ccccc2)s1)c1ccco1	-0.8	4	.	10	-0.1	0	1	i	-9
C[C@@H]1CCCCO[C@H](CN(C)C(=O)Cc2ccccc2)[C@@H](C)CN([C@H](C)CO)C(=O)c2cc(N(C)C)ccc2O1	0.2	0	-0.7&-16	9	.	3	.	-0.7	.
O=C(CSc1ccccc1C(=O)O)c1ccc([N+](=O)[O-])cc1	-0.2	-17	-0.9	-6	0.4	0	1	-0.2	-15&-1
CC(C)c1ccc2oc(=O)cc(CN3CCN(c4ccc(F)cc4)CC3)c2c1	0.5	-10	.	8	0.6	-5	-1	-0.4	4
CCCNC(=O)c1ccc(N(Cc2ccccc2)S(C)(=O)=O)cc1	?	1	-1.3	1	0.4	-1	-2	-0.2	-4
O=C(CNC(=O)c1ccc(F)cc1)N/N=C/c1cn[nH]c1-c1ccccc1	0.1	-3	0.1	-5	-1.0	1	7	-1.1	.
Cn1cc(SCC(=O)N2CCN(c3ccccc3)CC2)c2ccccc21	0.1	-9	8.1	9	2.3	1	2	i	11
O=C(Nc1ccc2ccccc2c1)c1ccccc1[N+](=O)[O-]	-0.1	-9	0.8	-5	3.0	-8	.	i	-11

Compound activity deposited in PubChem by several laboratories.

Only part of the results is shown; the hit share may differ from the screen's.
